# High-throughput results as filed in PubChem.
# NCOA3 inh: human NCOA3 inhibition; Q9Y6Q9; HEK293 GAL4-SRC3 luciferase reporter, luminescence; inhibition, % at 3.6 µM; 0.17% of 360,000 active; AID 588352;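 active means inhibition above a per-campaign cutoff, the mean of all compounds plus 3 SD, cut at about 60% in these data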;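 further: 0% = DMSO-treated cells and 100% = gossypol-treated cells at 36 µM; higher means less SRC3-driven luciferase light from the GAL4 reporter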
# NCOA2 inhibitor: human SRC2 (NCOA2) inhibition. HEK293 GAL4-SRC2 luciferase reporter, luminescence. inhibition, % at 9 µM. 0.17% of 370,000 active;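 active means inhibition above the mean inhibition of all tested compounds plus 3 SD, set per campaign, cut at about 52% in these data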;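 further: 0% = DMSO treated cells and 100% = cells given Gossypol at 36 µM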
# MC4R ag barr: agonists of human melanocortin 4 receptor (MC4R) beta-arrestin | P32245 | U2OS MC4R beta-arrestin complementation, luminescence; percent of melanotan II response, DMSO zero | activation, % at 8.9 µM | 0.98% of 360,000 active;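 active means activation above a per-plate cutoff, the mean activation of sample wells on that plate plus 3 SD, cut at about 8% in these data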
# Target sequence (P32245 whole entry, looked up): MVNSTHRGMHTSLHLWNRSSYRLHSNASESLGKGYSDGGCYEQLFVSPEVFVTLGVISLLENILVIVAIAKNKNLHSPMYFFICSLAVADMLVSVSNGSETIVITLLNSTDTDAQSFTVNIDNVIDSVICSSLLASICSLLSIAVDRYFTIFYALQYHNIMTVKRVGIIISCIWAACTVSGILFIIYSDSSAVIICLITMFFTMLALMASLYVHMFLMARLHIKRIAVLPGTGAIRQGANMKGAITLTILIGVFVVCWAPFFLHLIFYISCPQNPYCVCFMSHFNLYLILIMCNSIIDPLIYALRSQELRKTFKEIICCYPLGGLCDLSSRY
# LRH-1 inv ag: suppresses constitutive activity of human LRH-1; O00482; 0.13% of 360,000 active; AID 602396; inhibition, % at 3.6 µM; HEK293T StAR-luciferase reporter, LRH-1 transfected, 24 h;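 active means inhibition above the mean inhibition of all tested compounds plus 3 SD, cut at about 73% in these data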;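 further: 0% = DMSO wells and 100% = reporter-only cells lacking LRH-1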
# MC4R antagonist: antagonists of human melanocortin 4 receptor (MC4R). 0.48% of 360,000 active. P32245. MC4R-expressing cells, MTII-stimulated cAMP, LANCE TR-FRET. inhibition, % at 6.5 µM;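 active means inhibition above its plate's cutoff, the mean of tested wells on that plate plus 3 SD, cut at about 29% in these data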;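 further: 0% = Melanotan II alone and 100% = Melanotan II plus saturating MCL0020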
#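 System: U2OS cells stably expressing human melanocortin 4 receptor (MC4R). Reagent: Melanotan II challenge after compound preincubation. Doses: 6.5 µM. Times: 30-min compound, 1-h challenge, 1-h detection, room temperature. Measured by: TR-FRET with Eu-cAMP and labeled anti-cAMP, 671 nm. Replicates: singlicate.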
# NOD2 RIPK2 PPI: inhibitors of human NOD2-RIPK2 interaction; O43353; CHO BLA complementation NOD2-RIPK2, CCF4 ratio; inhibition, % at 4.98 µM; 0.38% of 360,000 active; in the data active means inhibition above about 21%;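 further: 0% = vehicle only and 100% = reference blocker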
# Target sequence (O43353 whole entry, looked up): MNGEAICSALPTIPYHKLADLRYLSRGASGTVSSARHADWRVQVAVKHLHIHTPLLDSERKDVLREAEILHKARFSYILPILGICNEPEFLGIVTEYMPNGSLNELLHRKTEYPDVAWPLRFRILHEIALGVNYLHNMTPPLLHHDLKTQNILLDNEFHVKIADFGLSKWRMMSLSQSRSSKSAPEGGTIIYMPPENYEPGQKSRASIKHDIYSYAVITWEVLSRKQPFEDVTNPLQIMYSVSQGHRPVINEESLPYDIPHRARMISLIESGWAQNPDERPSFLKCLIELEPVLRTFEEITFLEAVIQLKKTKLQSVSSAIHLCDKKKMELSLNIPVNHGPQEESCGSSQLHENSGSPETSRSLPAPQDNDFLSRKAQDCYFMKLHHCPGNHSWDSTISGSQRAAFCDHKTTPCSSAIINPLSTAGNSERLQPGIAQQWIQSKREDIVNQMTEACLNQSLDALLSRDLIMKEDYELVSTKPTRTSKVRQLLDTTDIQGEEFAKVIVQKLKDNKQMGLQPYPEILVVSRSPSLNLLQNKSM
# LMP1 NFkB inh: reduces LMP1-driven NF-kappaB luciferase signal; AID 504558; LMP1-induced NF-kappaB luciferase reporter cells, luminescence; inhibition, % at 12.5 µM; 0.69% of 350,000 active; in the data active means inhibition above about 41%;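 further: 0% = neutral control wells and 100% = reference inhibitor control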
# COUP-TFII inh: inhibitors of human COUP-TFII (NR2F2); P24468; HEK293T NGFI-A luciferase reporter, luminescence; inhibition, % at 8.6 µM; 0.7% of 370,000 active;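 active means inhibition above a per-plate cutoff, mean inhibition of test wells between control levels plus 3 SD, cut at about 38% in these data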;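 further: cells cotransfected with COUP-TFII expression vector driving the NGFI-A reporter; 0% = median of COUP-TF2 test wells and 100% = reporter-only cells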
# SRC1 inh: inhibits human SRC1 coactivator; inhibition, % at 3.6 µM; HEK293 GAL4-SRC1 luciferase reporter, luminescence; Q15788; 0.12% of 360,000 active;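 active means inhibition above the campaign mean plus 3 SD, with each screening campaign given its own cutoff, cut at about 60% in these data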;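 further: 0% = DMSO treated cells and 100% = gossypol at 36 µM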
# TLR9-MyD88 block: inhibitors of human TLR9-MyD88 binding | Q9NR96+Q99836 | CHO BLA complementation TLR9-MyD88, CCF4 FRET ratio | inhibition, % at 4.98 µM | 0.21% of 340,000 active | AID 504734;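 active means inhibition above the mean over all tested compounds plus 3 SD, cut at about 21% in these data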;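 further: 0% = DMSO only wells and 100% = clavulanate BLA inhibitor control wells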
# ABHD5 PLIN5 PPI: inhibitors of human ABHD5-perilipin-5 interaction; Split G. princeps luciferase complementation, luminescence, 4 h; inhibition, % at 4 µM; 0.78% of 360,000 active;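 active means inhibition above the mean inhibition across every tested compound plus 3 SD, cut at about 22% in these data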;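 further: 0% = DMSO only wells and the 100% control is not disclosed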
# Numbers without * were called inactive; . = not tested or not shown.
no.	SMILES	COUP-TFII inh	LMP1 NFkB inh	NOD2 RIPK2 PPI	NCOA2 inhibitor	TLR9-MyD88 block	MC4R antagonist	SRC1 inh	NCOA3 inh	MC4R ag barr	ABHD5 PLIN5 PPI	LRH-1 inv ag
1	O=C(c1cc(-c2ccc(Cl)c(Cl)c2)on1)N1CCCCC1	-29	-39	-2	-34	-5	-1	-56	-78	1.6	7	-84
2	O=C(NCc1ccc(F)cc1)c1cc(C2CCCCN2C(=O)c2ccccn2)on1 (configuration not stated)	14	.	-11	24	.	11	-7	-2	1.1	-8	-9
3	COC(=O)c1c(F)c(F)c(NCCO)c(F)c1F	-12	5	2	-13	9	2	8	6	-1.1	4	-7
4	Cc1cc(NS(=O)(=O)c2ccc(OCCNS(C)(=O)=O)cc2)no1	9	2	-3	-18	-3	13	-2	9	1.4	0	13
5	NS(=O)(=O)c1ccc(CCNC(=O)C2CCCN2S(=O)(=O)c2cccc3nsnc23)cc1 (configuration not stated)	-6	-2	-10	-22	-5	14	5	-8	-0.7	6	-18
6	C=CCNC(=O)C1(S(=O)(=O)c2ccccc2)CC=CC1	-36	3	-11	-19	-6	-3	8	0	0.3	-11	-10
7	O=[N+]([O-])c1c(NCCO)cc(N2CCC3(CC2)OCCO3)c2nonc12	-6	12	-2	-10	0	1	-17	8	-0.3	-5	-11
8	O=C(COc1ccc2c(-c3ccccc3)cc(=O)oc2c1)NC(Cc1c[nH]c2ccccc12)C(=O)O (configuration not stated)	2	-18	1	-1	0	1	-34	1	-2.5	8	-1
9	O=C(N/C(=C/c1ccccc1)C(=O)N1CCOCC1)c1ccc([N+](=O)[O-])cc1	-1	9	-5	-19	6	-3	-45	10	-1.7	-2	12
10	Cn1ncc(Br)c1C(=O)N/N=C/c1cccc(OC2CSC2)c1	15	-2	1	24	-6	4	-21	18	2.5	-5	0
11	CCOC(=O)c1nnn(CC(=O)N2N=C(c3ccc(Cl)cc3)CC2c2ccccc2)c1C(=O)OCC (configuration not stated)	12	10	-3	-7	3	0	-10	-4	-0.9	-7	-1
12	COc1ccc(-c2cnnc(N/N=C/c3ccc(-c4ccc([N+](=O)[O-])cc4)o3)n2)cc1	1	3	0	8	6	1	-6	5	-2.0	1	19
13	C/C(=N\N(c1ccccc1)c1ccccc1)c1ccc(O)cc1	-13	0	5	0	6	4	20	-5	1.7	-13	-11
14	NC(=O)CCCn1c(C(=O)c2cc(Cl)c(N)c(Cl)c2)c2ccc(C(F)(F)F)cc2[n+]1[O-]	4	-10	-9	6	-2	9	0	-13	-2.5	-5	-5
15	CCn1c(SCC(=O)N2CCCCC2C)nnc1-c1ccco1 (configuration not stated)	5	-13	-15	4	-7	-3	9	11	-0.6	-2	10
16	C=CCOc1cccc(C(=O)N2CCCC(Nc3ccc(F)cc3)C2)c1 (configuration not stated)	6	0	-4	5	-8	6	0	3	1.1	2	-37
17	COC(=O)N/N=C(\C)c1ccccc1Br	-6	7	1	-7	5	0	-9	18	-1.0	-4	-5
18	CCOC(=O)CSC1=NC(=O)CS1	17	-29	-4	16	-5	13	-11	-9	-0.4	-8	6
19	CC1(C(=O)NCc2ccccc2)CN(S(C)(=O)=O)CC(=O)N1Cc1ccc2c(c1)OCO2 (configuration not stated)	-10	.	-4	1	.	.	.	.	.	-6	-12
20	COc1ccc(NC(=O)COC(=O)c2ncc(Cl)c(Cl)c2Cl)c(OC)c1	0	-7	2	-2	-1	7	-9	-8	-1.1	0	26
21	CCN(C(=O)Cn1cc(C(=O)C(=O)N2CCOCC2)c2ccccc21)c1ccccc1	-8	14	-17	1	2	-1	-8	7	0.0	2	25
22	Cc1ccc(/C(O)=C2\C(=O)C(=O)N(c3cc(C)on3)C2c2cccc(Br)c2)cc1 (configuration not stated)	10	1	-12	-10	0	9	-7	22	-0.2	-4	2
23	O=C(Cc1ccccc1)Nc1cc([N+](=O)[O-])ccc1N1CCOCC1	-11	4	-5	-9	16	8	9	6	-3.3	-8	17
24	CN=c1sc(C(=O)Nc2ccccc2)c(C)n1C	6	4	3	-3	-6	0	1	-8	-1.3	-2	8
25	Cc1ccc(Cn2nc(C)c3cc(C(=O)OCC(N)=O)sc32)cc1	-3	3	10	6	9	-4	-5	-6	-2.1	-7	-10

# Fetched one by one from the entries so far (2):
no.	SMILES	COUP-TFII inh	LMP1 NFkB inh	NOD2 RIPK2 PPI	NCOA2 inhibitor	TLR9-MyD88 block	MC4R antagonist	SRC1 inh	NCOA3 inh	MC4R ag barr	ABHD5 PLIN5 PPI	LRH-1 inv ag
8	O=C(COc1ccc2c(-c3ccccc3)cc(=O)oc2c1)NC(Cc1c[nH]c2ccccc12)C(=O)O (configuration not stated)	2	-18	1	-1	0	1	-34	1	-2.5	8	-1
14	NC(=O)CCCn1c(C(=O)c2cc(Cl)c(N)c(Cl)c2)c2ccc(C(F)(F)F)cc2[n+]1[O-]	4	-10	-9	6	-2	9	0	-13	-2.5	-5	-5

# The listing picks up, starting 4 compounds before the break.
no.	SMILES	COUP-TFII inh	LMP1 NFkB inh	NOD2 RIPK2 PPI	NCOA2 inhibitor	TLR9-MyD88 block	MC4R antagonist	SRC1 inh	NCOA3 inh	MC4R ag barr	ABHD5 PLIN5 PPI	LRH-1 inv ag
22	Cc1ccc(/C(O)=C2\C(=O)C(=O)N(c3cc(C)on3)C2c2cccc(Br)c2)cc1 (configuration not stated)	10	1	-12	-10	0	9	-7	22	-0.2	-4	2
23	O=C(Cc1ccccc1)Nc1cc([N+](=O)[O-])ccc1N1CCOCC1	-11	4	-5	-9	16	8	9	6	-3.3	-8	17
24	CN=c1sc(C(=O)Nc2ccccc2)c(C)n1C	6	4	3	-3	-6	0	1	-8	-1.3	-2	8
25	Cc1ccc(Cn2nc(C)c3cc(C(=O)OCC(N)=O)sc32)cc1	-3	3	10	6	9	-4	-5	-6	-2.1	-7	-10
26	O=C1c2ccccc2C(O)N1Cc1ccccc1 (configuration not stated)	7	50*	0	-8	6	7	-25	0	-1.0	2	9
27	CC(=O)c1nn(-c2cccc(C)c2)cc1C(=O)c1cccc(Br)c1	-7	-9	4	-8	-3	-4	1	-3	12*	-3	8
28	CCc1ccc(C(O)c2ncc(-c3ccccc3Cl)[nH]2)cc1 (configuration not stated)	10	.	3	-4	.	3	1	-12	2.6	-16	-32
29	Cc1cccc(C)c1NC(=O)CSCCO	2	-3	-3	-12	-9	1	13	-2	0.1	-3	11
30	Cc1cc(NC(=O)CSCC(=O)Nc2cc(C(F)(F)F)ccc2N2CCCC2)no1	10	7	-9	2	9	2	-7	23	-3.6	4	-22
31	COc1ccc(COc2ccccc2C(=O)NCc2ccccc2)cc1F	41*	22	-5	18	-1	-3	12	13	1.8	1	5
32	CC(=O)Nc1ccc(S(=O)(=O)NCCSCc2ccco2)cc1	2	8	5	-15	0	8	14	7	-1.5	3	2
33	COc1ccccc1OCCSc1nc(N)cc(N)n1	7	8	-12	-38	2	0	-27	-29	-1.7	1	-39
34	CCS(=O)(=O)N1CCN(C2Cc3ccccc3C2)CC1	-1	5	-9	5	-1	-1	-41	-4	-1.5	-5	11
35	O=C(O)CSCC(=O)Nc1ccc(C2CCCCC2)cc1	90*	58*	2	91*	6	13	76*	74*	-0.8	2	80*
36	O=C(NCCCN1CCCC1=O)C1CCN(S(=O)(=O)c2cccc(Cl)c2Cl)CC1	-5	-1	-4	-23	-4	1	0	10	-2.9	-7	14
37	Cn1cc(/C=C(\C#N)C(=O)Nc2ccccc2O)c2ccccc21	.	-2	13	.	-3	3	-54	-17	7.9	1	-19
38	COc1cc(OC)cc(C(=O)N[C@H](C(=O)Nc2nc(-c3cc(OC)ccc3OC)cs2)C(C)C)c1	-5	2	-19	-7	-6	2	-3	13	-2.7	-1	-2
39	COC(=O)CSc1nc2ccccc2o1	-4	2	-7	9	-5	4	-7	3	-1.1	5	-7
40	C=CCNC(=O)C(=O)N/N=C/c1ccco1	-2	9	-2	-27	6	-2	-13	-4	-0.2	5	4
41	Cc1nc(SCC(=O)NC2CCCC2)[nH]c(=O)c1Cc1ccccc1	-4	0	5	14	-5	3	11	8	-1.3	6	-19
42	CCC(CO)Nc1ccn2nc(-c3cc(OC)c(OC)c(OC)c3)cc2n1 (configuration not stated)	-59	.	-8	-43	.	1	-11	-15	1.6	-1	-12
43	CC(C)Cc1cc(C(=O)N2CCN(c3ccc(F)cc3)CC2)no1	-2	-7	-6	8	-2	17	11	-4	2.4	9	11

# Only COUP-TFII inh and MC4R antagonist (5 entries from above):
entry | compound | COUP-TFII inh | MC4R antagonist
6 | C=CCNC(=O)C1(S(=O)(=O)c2ccccc2)CC=CC1 | -36 | -3
7 | O=[N+]([O-])c1c(NCCO)cc(N2CCC3(CC2)OCCO3)c2nonc12 | -6 | 1
8 | O=C(COc1ccc2c(-c3ccccc3)cc(=O)oc2c1)NC(Cc1c[nH]c2ccccc12)C(=O)O (configuration not stated) | 2 | 1
9 | O=C(N/C(=C/c1ccccc1)C(=O)N1CCOCC1)c1ccc([N+](=O)[O-])cc1 | -1 | -3
10 | Cn1ncc(Br)c1C(=O)N/N=C/c1cccc(OC2CSC2)c1 | 15 | 4

# Some of the compounds tested, so the mix of outcomes need not match the whole.
